High-throughput results: PubChem, several laboratories
FadD28 binding – inhibitors of Mycobacterium tuberculosis FadD28 bisubstrate binding; 360,000 tested, 0.22% active; AID 588549; FadD28 bisubstrate probe binding, fluorescence polarization; inhibition, % at 12.5 µM; in the data active = inhibition above about 8.5%, passing the limit was not always enough
Mtb BioA inh – blocks M. tuberculosis BioA enzyme activity; inhibition, % at 9.99 µM; 360,000 tested, 0.096% active; AID 602481; purified M. tuberculosis BioA enzyme, plate reader; in the data active = inhibition above about 40%
BH1578 lux ind – quorum light induction in luxS cqsA deficient V. cholerae; V. cholerae BH1578 lux reporter, luminescence, 6 h; AID 588436; activation, % at 18.7 µM; 350,000 tested, 0.16% active; in the data active = activation mostly above about 9.7%, no sharp cut-off; also: not every result past the cut was called active; inactives centre near 0; reference of the scale not given here
GDH-TPI counter – GDH-TPI coupled enzyme inhibition counter-screen. 360,000 tested, 1.2% active. inhibition, % at 4.8 µM. GDH-TPI coupled enzyme counterscreen, NADH absorbance; in the data active = inhibition above about 30%;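 also: 0% = DMSO wells and 100% = wells lacking the enzyme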
TcdB GH inh – blocks C. difficile toxin B glycohydrolase activity; P18177; TcdB glycohydrolase enzymatic assay, plate reader; inhibition, % at 9.99 µM; 350,000 tested, 0.24% active; in the data active = inhibition above about 10%
Target sequence (P18177 whole entry, looked up): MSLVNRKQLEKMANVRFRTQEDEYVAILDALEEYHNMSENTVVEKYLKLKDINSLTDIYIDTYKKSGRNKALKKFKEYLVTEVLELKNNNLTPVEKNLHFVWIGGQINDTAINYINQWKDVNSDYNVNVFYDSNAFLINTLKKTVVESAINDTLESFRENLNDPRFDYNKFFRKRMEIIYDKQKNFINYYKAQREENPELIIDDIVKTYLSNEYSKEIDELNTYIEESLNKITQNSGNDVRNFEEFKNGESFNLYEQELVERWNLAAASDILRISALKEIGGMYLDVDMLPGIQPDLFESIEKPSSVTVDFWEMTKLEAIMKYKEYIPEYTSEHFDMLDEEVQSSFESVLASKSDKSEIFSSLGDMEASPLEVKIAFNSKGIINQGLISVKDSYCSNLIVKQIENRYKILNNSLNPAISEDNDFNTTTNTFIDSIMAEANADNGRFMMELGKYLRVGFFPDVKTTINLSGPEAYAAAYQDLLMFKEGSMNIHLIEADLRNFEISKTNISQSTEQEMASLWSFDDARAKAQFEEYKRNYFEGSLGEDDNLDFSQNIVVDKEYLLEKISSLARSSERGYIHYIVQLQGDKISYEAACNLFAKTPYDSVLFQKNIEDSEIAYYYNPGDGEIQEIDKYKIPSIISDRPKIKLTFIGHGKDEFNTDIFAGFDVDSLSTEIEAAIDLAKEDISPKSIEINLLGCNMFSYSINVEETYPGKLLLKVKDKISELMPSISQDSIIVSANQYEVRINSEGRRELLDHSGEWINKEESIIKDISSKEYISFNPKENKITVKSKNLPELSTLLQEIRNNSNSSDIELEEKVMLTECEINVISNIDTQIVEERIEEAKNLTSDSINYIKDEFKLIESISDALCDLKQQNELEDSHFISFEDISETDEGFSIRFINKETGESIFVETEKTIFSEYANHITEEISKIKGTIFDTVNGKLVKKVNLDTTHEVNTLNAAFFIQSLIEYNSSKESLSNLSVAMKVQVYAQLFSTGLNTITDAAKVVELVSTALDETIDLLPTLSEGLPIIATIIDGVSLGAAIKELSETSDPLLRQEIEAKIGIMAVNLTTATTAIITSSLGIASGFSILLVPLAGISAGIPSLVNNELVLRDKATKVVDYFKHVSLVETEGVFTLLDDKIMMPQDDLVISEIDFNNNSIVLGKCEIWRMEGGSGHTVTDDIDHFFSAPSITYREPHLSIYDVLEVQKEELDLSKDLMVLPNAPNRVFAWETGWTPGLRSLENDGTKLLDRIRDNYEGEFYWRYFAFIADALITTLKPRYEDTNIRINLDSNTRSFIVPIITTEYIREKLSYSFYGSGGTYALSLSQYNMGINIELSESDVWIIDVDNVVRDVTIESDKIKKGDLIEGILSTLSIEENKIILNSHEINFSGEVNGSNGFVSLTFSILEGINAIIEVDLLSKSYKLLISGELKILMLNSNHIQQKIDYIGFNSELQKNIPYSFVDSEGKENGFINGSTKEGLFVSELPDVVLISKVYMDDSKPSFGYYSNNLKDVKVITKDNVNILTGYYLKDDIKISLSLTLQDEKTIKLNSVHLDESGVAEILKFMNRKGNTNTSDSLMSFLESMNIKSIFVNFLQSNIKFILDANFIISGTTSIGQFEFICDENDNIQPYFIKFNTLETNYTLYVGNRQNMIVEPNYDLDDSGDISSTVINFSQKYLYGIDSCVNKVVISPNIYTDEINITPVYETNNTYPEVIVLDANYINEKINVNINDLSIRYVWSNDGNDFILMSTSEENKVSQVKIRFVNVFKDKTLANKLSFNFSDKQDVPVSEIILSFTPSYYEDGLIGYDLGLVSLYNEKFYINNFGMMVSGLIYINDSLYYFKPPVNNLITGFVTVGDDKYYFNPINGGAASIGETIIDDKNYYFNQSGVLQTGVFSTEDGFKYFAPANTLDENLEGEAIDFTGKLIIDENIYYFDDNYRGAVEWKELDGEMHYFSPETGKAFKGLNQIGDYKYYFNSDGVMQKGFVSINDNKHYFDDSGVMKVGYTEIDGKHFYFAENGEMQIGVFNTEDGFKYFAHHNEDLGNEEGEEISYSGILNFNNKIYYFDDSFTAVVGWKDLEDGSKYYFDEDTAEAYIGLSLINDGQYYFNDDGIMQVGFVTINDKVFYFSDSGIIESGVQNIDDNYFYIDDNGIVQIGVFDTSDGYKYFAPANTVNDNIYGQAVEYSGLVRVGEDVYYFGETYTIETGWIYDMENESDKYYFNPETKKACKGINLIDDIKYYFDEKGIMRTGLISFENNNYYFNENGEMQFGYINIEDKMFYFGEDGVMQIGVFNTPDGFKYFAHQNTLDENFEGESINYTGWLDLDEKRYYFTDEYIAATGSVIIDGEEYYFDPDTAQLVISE
Yp Topo-I inh – Y. pestis Topo-I inhibition via cleavage products. Y. pestis Topo-I cleavage product accumulation, plate reader. activity, % at 10 µM. 360,000 tested, 0.064% active. AID 504884; in the data active = activity above about 50%, passing the limit was not always enough; also: inactives centre near 2
Mtb UGM inh – Mtb UDP-galactopyranose mutase inhibition; 320,000 tested, 0.06% active; P9WIQ1; purified UGM, fluorescence polarization probe displacement; inhibition, % at 10 µM; AID 504406; in the data active = inhibition above about 10%, passing the limit was not always enough
PfHsp40 yeast – rescue of PfHsp40-mediated yeast toxicity. S. cerevisiae expressing PfHsp40, growth rescue, ATP luminescence. 340,000 tested, 0.68% active. growth rescue, % at 12.5 µM; in the data active = growth rescue above about 28%, passing the limit was not always enough;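 also: yeast W303a lacking pdr1 and pdr3 grown in galactose medium; growth measured after three days at 30 °C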
Mtb FBA inh – Mtb fructose-bisphosphate aldolase inhibition; 360,000 tested, 2.3% active; purified M. tuberculosis FBA, fluorescence read-out; P9WQA3; inhibition, % at 1 µM; AID 588726; in the data active = inhibition above about 27%;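 also: 0% = vehicle and 100% = reference inhibitor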
Numbers without * were called inactive; i = inactive; / = not tested or not shown.

SMILES	FadD28 binding	Mtb BioA inh	BH1578 lux ind	GDH-TPI counter	TcdB GH inh	Yp Topo-I inh	Mtb UGM inh	PfHsp40 yeast	Mtb FBA inh
COc1cccc(C(=O)NCCS(=O)(=O)NCc2cccnc2)c1	-0.2	-0.3	-1.2	3	-0.4	-3	-0.4	-0.9	2
O=C(Oc1cc(-c2ccccc2)no1)c1ccc(F)cc1	-0.4	-1.1	-0.7	7	/	-4	-3.1	-0.9	0
N#Cc1c(N)nc2c3c(sc(=N)c2c1N)NC(=O)CC3c1ccccc1Cl (stereo not drawn)	-1.4	/	i	23	/	49	2.4	2.5	16
CCN(CC)S(=O)(=O)c1cccc(NC(=O)COC(=O)c2cccs2)c1	-4.1	2.7	2.4	-7	2.4	2	-1.0	-0.3	1
Cc1ccc(C(=O)Nc2sc3c(c2C(=O)O)CCCCC3)o1	4.2	-0.2	i	21	/	-4	-0.6	-1.1	17
O=C(CCNS(=O)(=O)c1ccc(OC(F)(F)F)cc1)N1CCN(S(=O)(=O)c2cccc(F)c2)CC1	-5.7	-0.2	-0.5	11	-1.1	0	0.1	0.3	-2
Nc1c(C(=O)O)cnn1-c1ccc([N+](=O)[O-])cc1	-0.3	-1.3	-1.0	23	0.7	-7	-0.8	-2.3	-2
CCOc1c(Nc2ccc(C(C)C)cc2)c(=O)c1=O	-0.2	1.1	0.0	9	2.4	6	2.4	1.6	-1
Cc1ccccc1Cn1c2ccccc2c2cnn(CC(=O)NCCCN3CCOCC3)c(=O)c21	-4.1	-0.8	0.0	12	0.8	19	-1.5	0.2	5
O=S(=O)(Nc1ccc(N2CCCCC2)cc1)c1cccs1	0.3	0.2	-0.5	6	/	2	2.6	3.9	-1
Cc1ccc(CNS(=O)(=O)NCc2ccccc2)cc1	-0.3	-0.8	0.2	-5	/	1	0.5	9.3	3
O=C(Nc1nc2ccccc2[nH]1)c1ccccc1O	-2.6	/	-2.2	15	0.3	-9	-0.3	-0.5	47*
O=C(Nc1ccc(Br)cn1)c1cccc(S(=O)(=O)N2CCCC2)c1	-2.1	1.1	-0.4	0	3.1	12	-0.7	12	-2
CC(C)N(Cc1ccccc1)C(=O)COC(=O)c1ccc(O)cc1	-3.2	/	i	1	0.9	0	/	1.3	7
COc1ccc(Cc2c(O)nc[nH]c2=O)cc1	-1.7	/	i	11	/	2	1.0	0.6	0
Cn1nnnc1SCC(=O)Nc1ncc(C(F)(F)F)cc1Cl	-2.5	6.1	i	10	1.6	-4	5.5	0.2	-1
O=C(Cn1nnc(-c2ccccc2F)n1)Nc1ccc2c(c1)OCCO2	1.0	-0.3	-0.2	0	-0.5	15	1.2	-0.5	1
Cc1cccc(N2CCN(c3ccc(NC(=O)/C=C(/C(=O)O)c4ccccc4)cc3)CC2)c1	-0.8	-1.2	0.1	9	/	-4	3.5	0.5	0
CCCC12CN(C(=O)c3ccco3)CC(CCC)(CN(C(=O)c3ccco3)C1)C2=O	-2.4	-1.7	-0.3	5	0.7	2	1.3	-1.2	5
Cn1cccc1-c1cc(C(=O)N/N=C/c2ccc(Cl)cc2)[nH]n1	-4.4	1.0	-0.4	11	0.8	-7	0.6	0.1	-2
Cc1cccc(N2CCN(S(=O)(=O)c3c(C)nc4scc(C)n4c3=O)CC2C)c1 (stereo not drawn)	/	0.0	-0.2	11	3.8	16	-0.4	1.0	2
Cc1nc(-n2ncc(C#N)c2N)c2c3c(sc2n1)CCC3	-0.8	-0.4	-12	-13	/	0	0.8	1.4	0
COc1cc(CCCN2C(=O)C(=O)NC[C@H]2Cc2cccc3ccccc23)cc(OC)c1OC	-1.1	1.6	-0.4	12	2.5	11	-0.2	-1.3	7
CCc1nc(SCC(=O)O)c(C#N)cc1C	0.9	-1.0	-1.8	4	0.8	9	1.2	-0.5	1
CCOc1ccccc1NC(=O)CSc1nnc(NC(=O)c2ccco2)s1	-0.5	-1.3	i	5	1.4	-2	1.6	0.5	2
Other compounds follow:
SMILES	FadD28 binding	Mtb BioA inh	BH1578 lux ind	GDH-TPI counter	TcdB GH inh	Yp Topo-I inh	Mtb UGM inh	PfHsp40 yeast	Mtb FBA inh
COc1ccc(-c2[nH]ncc2CN(C)CC2CCCCO2)cc1F (stereo not drawn)	-1.4	/	i	3	1.6	0	1.5	-0.9	-2
COc1ccc(S(=O)(=O)N2CCOCC2)cc1NC(=O)COC(=O)C1CC2CCCC(C1)C2=O (stereo not drawn)	0.5	2.1	i	6	-2.1	10	-0.9	-0.9	-1
Cc1ccc(-n2nnnc2SCC(=O)Nc2sccc2C#N)cc1	-1.6	/	-1.6	9	/	5	2.3	-1.2	3
Cc1cc(C)c2cc(C#N)c(N3CCCN(C(=S)NCCCN(C)C)CC3)nc2c1	-3.8	-2.3	-0.5	7	-12	-16	2.9	-1.0	7
CCOC(=O)N1CCN(C(=O)COc2ccc(S(=O)(=O)NC3CCCCC3)cc2C)CC1	-3.5	-0.1	-0.6	2	/	2	1.9	-0.1	3
CCN(CC)S(=O)(=O)c1cc([N+](=O)[O-])ccc1N=Nc1c(O)[nH]c2ccccc12	-0.7	-3.3	2.7	3	0.9	9	3.2	-0.7	-2
COc1ccccc1CNS(=O)(=O)c1ccc2[nH]cc(C(=O)O)c(=O)c2c1	-0.7	-0.2	-1.6	9	/	-6	-0.8	-0.2	0
N#C/C(=C\c1cc(Cl)cc(Cl)c1O)C(=O)NC1CCCCC1	0.9	/	-1.3	10	0.8	4	-4.4	1.3	3
S=c1nc(-c2ccccc2Cl)[nH][nH]1	-2.5	1.7	-0.2	1	7.7	-10	3.6	0.3	2
Cc1nn(-c2ccccc2)nc1CNC(=O)CC(C)(C)C	-2.6	/	-0.9	5	0.9	-8	-0.7	0.6	2
O=C(Nc1ccc(F)c(Cl)c1)c1csc(COCCO)n1	-2.0	4.3	i	-1	2.6	1	/	/	0
CC(=O)C1=NOC2C(=O)N(c3ccc(Cl)cc3)C(=O)C12 (stereo not drawn)	-1.5	-0.7	0.6	-6	0.5	3	0.3	-1.0	1
CC1CC2C3CCC4=CC(=O)C=CC4(C)[C@@]3(Cl)C(O)CC2(C)C1(O)C(=O)CO (stereo partly drawn)	-0.1	0.3	-0.5	-2	0.3	15	-1.9	-0.3	-2
O=C(/C=C/c1cccc([N+](=O)[O-])c1)OCC(=O)c1ccccc1	-0.9	/	1.7	-6	1.7	1	0.1	1.9	1
COc1ccc(S(=O)(=O)c2cnc3ccc(OC)cc3c2N2CCC3(CC2)OCCO3)cc1	-1.7	1.5	0.9	8	0.7	15	0.1	3.4	7
O=c1[nH]c(=O)n(C2CCCCC2)c(O)c1C1NCCc2ccccc21 (stereo not drawn)	-0.6	-2.3	-0.8	-2	/	6	-0.3	0.6	-1
CC(NC(=O)C1CCCC1)c1ccc2c(c1)OCCO2 (stereo not drawn)	-3.2	-0.2	i	-4	/	-6	-1.4	0.5	-3
O=C1CCCCC1CCc1ccncc1 (stereo not drawn)	/	-1.5	-5.6	2	-1.4	1	/	20	1
OCC1(CCOc2ccccc2)CCN(C2Cc3ccccc3C2)CC1	-2.2	0.5	2.3	-2	0.0	0	0.9	0.4	4
COc1ccc(Cc2nnc(SCC(=O)Nc3nc(C)cs3)o2)cc1	2.9	/	-0.3	1	/	1	-2.4	-0.5	-2
COc1cccc(CNCc2ccc(C(=O)O)cc2)c1OC	-1.1	/	i	-2	0.4	7	2.0	-1.0	0
Cn1ccc(C(=O)OCC(=O)c2ccccc2)n1	1.8	/	i	-5	/	-8	-2.6	-1.1	4
COc1ccccc1NC(=O)CSc1nc(C)c2c(c1C#N)CCCC2	-2.2	0.7	i	-4	1.7	-9	0.8	-0.4	-6
Cc1cc(C)cc(NC(=O)N2CCCN(c3c(Cl)cncc3Cl)CC2)c1	0.4	/	i	0	-0.7	14	4.0	-0.8	-1
CCCCOc1ccc(-c2nnn(CC(=O)c3c[nH]c4ccccc34)n2)cc1	-0.5	-1.1	-2.1	3	/	4	-2.5	-1.9	-2
More structures
SMILES	FadD28 binding	Mtb BioA inh	BH1578 lux ind	GDH-TPI counter	TcdB GH inh	Yp Topo-I inh	Mtb UGM inh	PfHsp40 yeast	Mtb FBA inh
CCC(C(=O)Nc1ccc(N2CCOCC2)c(S(=O)(=O)Nc2ccccc2OC)c1)c1ccccc1 (stereo not drawn)	-0.7	/	4.5	7	0.5	0	0.8	1.2	2
CC1CN(C(=S)Nc2ccc(Br)cc2Cl)CC(C)O1 (stereo not drawn)	-1.2	-3.1	i	-5	0.5	4	-1.7	1.2	0
CSc1nc(Cl)cc(Nc2ccc(O)cc2)n1	-3.1	/	-0.6	-12	15*	-13	-1.3	-0.5	-2
COc1ccc(-c2cc(C(=O)Nc3ccc(C)cc3)no2)cc1	-4.4	-0.3	i	7	/	2	-0.7	-1.3	-3
O=C(CCN1C(=O)c2ccccc2C1=O)N(CCO)Cc1ccccc1	-3.4	-0.4	-1.0	2	/	-2	/	2.2	1
C=C(CCC(=O)c1ccccc1)C(=O)c1ccccc1	-0.7	/	-0.3	6	-2.0	9	1.6	0.1	1
CCn1c(SCC(=O)N/N=C/C=C/c2ccco2)nc2ccccc21	4.0	/	0.8	29	/	3	-1.6	0.4	0
Cc1cccc(OCCN2CSC(=S)N(C)C2)c1	-4.5	/	i	-5	/	0	0.5	0.5	-2
S=C(c1ccc2c(c1)OCO2)N1CCCCCC1	-4.4	0.3	-0.2	-9	/	4	-2.3	-1.0	4
CCOCc1nnc(NC(=O)c2ccco2)s1	-4.1	-2.6	i	4	/	3	-1.7	3.4	-1
O=C1c2ccccc2C(=O)N1CCC(c1ccccc1)c1ccco1 (stereo not drawn)	-0.2	0.9	i	9	/	10	-1.2	-1.7	1
CC(Oc1cccc(NC(=O)c2cccs2)c1)C(=O)c1ccccc1 (stereo not drawn)	-2.3	2.0	-0.3	8	1.4	4	-0.4	3.3	0
Nn1c(SCC(=O)Nc2ccc(F)cc2F)nnc1C1CCCCC1	-1.9	-0.3	-0.2	-2	/	-6	-1.3	-0.9	3
CCCNC(=O)C1CCN(c2ccc(S(=O)(=O)N3CCOCC3)cc2Cl)CC1	-3.5	/	i	-3	0.8	-12	-1.5	-0.7	1
O=C(CSc1nc2ccccc2c(=O)n1-c1ccccc1Cl)NC1CCS(=O)(=O)C1 (stereo not drawn)	-6.2	17	-0.3	7	1.3	-3	-1.5	-0.1	-3
COc1ccc(/C=C/C(=O)OCC(=O)NC2CCCC(C)C2C)c(OC)c1 (stereo not drawn)	1.2	0.2	0.0	10	-1.7	13	-1.9	-0.2	5
CN(C)CCn1c(SCc2ccccc2C#N)nc2c(sc3ccccc32)c1=O	-2.6	1.5	-0.6	-1	0.2	23	-0.3	2.1	50*
Nc1ncnc2c1ncn2[C@@H]1O[C@H](CNC(=O)OC[C@@H](N)Cc2ccccc2)[C@@H](O)[C@H]1O	0.6	-0.4	/	/	0.6	/	/	/	-2
Cc1nn(Cc2cccc(C(=O)NN)c2)c(C)c1Cl	-4.8	0.4	-1.6	2	-2.3	10	-1.5	0.1	-3
O=C(CSc1nnc(CNC(=O)c2ccco2)o1)Nc1ccccc1F	-4.0	-0.7	0.5	5	0.1	8	-2.3	-1.0	2
O=S(=O)(N/N=C\c1cn(-c2ccccc2)nc1-c1ccccc1)c1ccccc1	-5.1	/	i	18	/	2	-0.6	2.2	0
CCCCCCCCCn1c2c(c(=N)c3c1CCC3)CCCC2	-5.2	/	-0.3	2	/	20	/	6.5	-3
COc1cc(S(=O)(=O)N2CCn3cccc3C2C)ccc1NC(C)=O (stereo not drawn)	-1.8	7.4	1.7	3	0.7	-6	-0.6	-1.3	0

Record cards, as listed above. Order of screens: FadD28 binding	Mtb BioA inh	BH1578 lux ind	GDH-TPI counter	TcdB GH inh	Yp Topo-I inh	Mtb UGM inh	PfHsp40 yeast	Mtb FBA inh
`O=C(Cn1nnc(-c2ccccc2F)n1)Nc1ccc2c(c1)OCCO2` as listed: 1.0	-0.3	-0.2	0	-0.5	15	1.2	-0.5	1
`Cc1cccc(OCCN2CSC(=S)N(C)C2)c1` as listed: -4.5	/	i	-5	/	0	0.5	0.5	-2
`Cn1nnnc1SCC(=O)Nc1ncc(C(F)(F)F)cc1Cl` as listed: -2.5	6.1	i	10	1.6	-4	5.5	0.2	-1
`CCOC(=O)N1CCN(C(=O)COc2ccc(S(=O)(=O)NC3CCCCC3)cc2C)CC1` as listed: -3.5	-0.1	-0.6	2	/	2	1.9	-0.1	3
`Nc1ncnc2c1ncn2[C@@H]1O[C@H](CNC(=O)OC[C@@H](N)Cc2ccccc2)[C@@H](O)[C@H]1O` as listed: 0.6	-0.4	/	/	0.6	/	/	/	-2
